From PubChem BioAssay
DT40 TDP1 CPT – qHTS for Inhibitors of human tyrosyl-DNA phosphodiesterase 1 (TDP1): qHTS in cells in presence of CPT; chicken DT40 Tdp1-/-;hTDP1 cells + 20 nM CPT, ATP luminescence, 48 h; Potency, µM (series often up to 46.2 µM), without a hit: top-dose activity change, negative = growth inhibition, hits mostly inhibitors; actives 12% (n = 420,000); further: nearly all actives have a fitted effect of over 55% in size
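Chicken DT40 Tdp1-/- cells stably complemented with human TDP1 were seeded at 400 cells/well in medium containing 20 nM camptothecin, exposed to pin-transferred compounds, and grown at 37 °C for at least 48 hr. Viability was read as ATP luminescence.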
TDP1 block – qHTS Assay for Inhibitors of Tyrosyl-DNA Phosphodiesterase (TDP1) | Tyrosyl-DNA phosphodiesterase 1 (Homo sapiens), Q9NUW8 | recombinant TDP1, AlphaScreen DNA substrate cleavage | Potency, µM (highest dose often 130 µM), for inactives: top-dose activity change, negative = inhibition, usual class: inhibitors | actives 0.28% (n = 350,000) | AID 485290, 2010; further: nearly all actives have a fitted effect of over 40% in size
Target sequence (Q9NUW8 whole entry, looked up): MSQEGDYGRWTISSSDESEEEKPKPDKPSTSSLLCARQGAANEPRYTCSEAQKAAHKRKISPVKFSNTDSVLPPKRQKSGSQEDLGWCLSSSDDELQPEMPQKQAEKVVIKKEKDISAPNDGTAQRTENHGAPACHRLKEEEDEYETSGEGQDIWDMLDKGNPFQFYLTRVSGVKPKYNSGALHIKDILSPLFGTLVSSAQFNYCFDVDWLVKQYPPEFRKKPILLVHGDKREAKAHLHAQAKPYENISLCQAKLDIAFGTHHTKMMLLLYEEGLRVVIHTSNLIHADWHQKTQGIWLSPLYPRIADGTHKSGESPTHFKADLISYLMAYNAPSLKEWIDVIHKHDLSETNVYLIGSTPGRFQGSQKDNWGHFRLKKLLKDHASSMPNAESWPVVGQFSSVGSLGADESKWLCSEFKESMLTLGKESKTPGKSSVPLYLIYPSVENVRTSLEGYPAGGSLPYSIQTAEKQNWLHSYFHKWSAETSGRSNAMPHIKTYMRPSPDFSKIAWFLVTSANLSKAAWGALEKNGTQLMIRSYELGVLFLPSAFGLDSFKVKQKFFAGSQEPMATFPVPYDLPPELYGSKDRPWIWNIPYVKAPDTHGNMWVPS
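AlphaScreen read-out: signal falls as enzyme removes the 3' tyrosine-FITC from a 5'-biotinylated DNA oligo (15 nM, 5 min, RT). Enzyme was E. coli-made recombinant Tdp1 at 1 nM, exposed to compound for 15 min beforehand; beads 10 ug/ml, 10 min.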
TDP1 cell noCPT – qHTS for Inhibitors of human tyrosyl-DNA phosphodiesterase 1 (TDP1): qHTS in cells in absence of CPT; DT40 Tdp1-/- hTDP1 cells, no CPT, ATP luminescence, 48 h; Potency, µM (highest dose often 46.2 µM), for the others: at the highest dose activity change, negative = growth inhibition, hits mostly inhibitors; actives 15% (n = 420,000); further: nearly all actives have a fitted effect of over 55% in size
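Growth of hTDP1-complemented DT40 Tdp1-knockout cells is measured by ATP luminescence after at least 48 hr compound exposure at 37 °C, with DMSO substituting for the 20 nM CPT used in the parallel screen.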
An asterisk follows results filed as active; ? = inconclusive; / = not tested or not shown; & = joins results of further samples; [ ] = dose if it differs, or a comment. The call rests on the fitted dose curve; in most records, active means well fitted curve in the direction sought with a large enough effect; inconclusive means small, poorly fitted or top-dose-only effect, or another doubt; inactive means no such curve, though single readings can be large; an effect the other way counts as inactive or inconclusive. On the % scale 0 is the no-effect control and ±100 the full control effect; potency means the concentration at half of the fitted maximal effect.

No.	SMILES	DT40 TDP1 CPT	TDP1 block	TDP1 cell noCPT
1	O=C(NCCN1CCOCC1)c1ccc(S(=O)(=O)Nc2ccccc2)cc1	1%	0%	3%
2	CC(=O)c1ccc(NC(=O)CN2CCN(c3ncccn3)CC2)cc1	-11%	/	-2%
3	CCN1C(=O)C2C(C1=O)N1C(c3cccs3)C3C(=O)N(CC)C(=O)C3N1C2c1cccs1 (stereo not drawn)	5%	0%	9%
4	CS(=O)(=O)N1CCc2cc(C(=O)N3CCN(c4ccc(F)cc4)CC3)ccc21	?	3%&-2%	21µM*
5	O=C(NC1CCCN(Cc2ccc(Cl)cc2)C1)c1c(F)ccc(F)c1F (stereo not drawn)	-35%	1%	-10%
6	COC(=O)c1ccc(CN2C[C@H](Sc3ccccn3)C[C@H]2C(=O)N(C)C)cc1	-9%[9.04 µM]	/	-19%
7	CN(C)CCN(C(=O)C1CCN(S(=O)(=O)c2cccs2)CC1)c1nc2ccccc2s1	11%	1%	1%
8	CCOC(=O)C(=O)N(C)c1c(CC)nc2c(OCc3ccc(OC)cc3)cccn12	?	/	-21%

Single entries from the entries so far:
In TDP1 block, cpd 4 has 3%&-2%
In TDP1 cell noCPT, cpd 8 has -21%
In TDP1 block, cpd 7 has 1%
In DT40 TDP1 CPT, cpd 5 has -35%
In TDP1 cell noCPT, cpd 3 has 9%
In DT40 TDP1 CPT, cpd 2 has -11%

Next part:
No.	SMILES	DT40 TDP1 CPT	TDP1 block	TDP1 cell noCPT
9	CC(C)n1nccc1N(Cc1ccc(C#N)cc1)S(=O)(=O)c1ccccc1	12%	/	?
10	O=S(=O)(c1ccc2nc(Nc3ccc(Br)cc3F)ccc2c1)N1CCCC1	-19%	0%	-22%
11	Cc1cccc(NC(=O)CSc2ccc3nnc(-c4cccnc4)n3n2)c1	-17%	9%	-27%
12	Cc1cc(NC(=O)CCC(=O)N(Cc2ccco2)C(C(=O)NC2CCCC2)c2ccccc2C)no1 (stereo not drawn)	23µM*	-2%	23µM*
13	COc1cccc(/C=C/C(=O)OCC(=O)Nc2cc(S(=O)(=O)N3CCOCC3)ccc2C)c1	10%	-3%	-19%
14	CC1Nc2ccccc2C(=O)N1NS(C)(=O)=O (stereo not drawn)	1%	3%	-6%
15	CCN1CCN(C(=O)CCc2nc3ccccc3n2-c2ccccc2)CC1	-4%	1%	-13%
16	COc1ccc(C(=O)NC(C)c2cc(OC)c(OC)cc2Br)cc1 (stereo not drawn)	?	-4%	?
17	O=C(NC1CCN(Cc2ccccc2)CC1)c1ccccc1	-4%	/	-3%
18	CC(=O)c1ccc(NC(=O)c2cn3c4c(ccc(Cl)c4c2=O)OC(C)C3)cc1 (stereo not drawn)	9%	1%	-12%
19	Nc1nonc1-n1nnc(C(=O)N/N=C/c2cc(Br)ccc2O)c1CNc1ccccc1	8.2µM*	5%	8.2µM*
20	COc1ccccc1/C=C1\SC(=S)N(CCC(=O)Nc2cccc(O)c2)C1=O	-20%	9%	?
21	CCCCC1=CC2=C(c3ccco3)C(=O)C(C)(OC(=O)c3ccc(OC)cc3)C(=O)C2=CN1CCCOC(C)C (stereo not drawn)	5.2µM*	13%[12.3 µM]	6.5µM*
22	CCNC(=O)C1(C)CCCN1C(=O)c1ccc(C#N)cc1 (stereo not drawn)	-12%	/	-5%
23	COc1ccc(-n2nc(C(=O)NCCCN3CCOCC3)c3ccccc3c2=O)c(OC)c1	?	1%	-1%
24	CC(C)(C)OC(=O)N1CCC(C(=O)Nc2ccc3c(c2)CCC3)CC1	?	-2%[56.1 µM]	?
25	CCc1nnc(NC(=O)C2CCCO2)s1 (stereo not drawn)	-8%	4%	1%
26	COc1cccc(NS(=O)(=O)c2ccc3c(c2)CCCN3C(C)=O)c1	?	2%	?
27	CN(C(=O)CSc1nc(C2CC2)nc2ccccc12)c1nc(-c2ccccc2)cs1	?	-1%	21µM*
28	CCc1ccc(NC(=S)N2CCC(NC(=O)c3ccccc3)CC2)cc1	-6%	3%	-19%
29	O=C(CSc1ccccc1Cl)NC1CCCc2ccccc21 (stereo not drawn)	27%	0%	-4%
30	CC(=O)N1c2c(cc(Br)cc2S(=O)(=O)Nc2ccc(OC(F)(F)F)cc2)CC1C (stereo not drawn)	18µM*	3%	15µM*
31	COc1cccc(/C=N/NC(=O)CC(=O)NCCc2ccc(OC)c(OC)c2)c1	-22%	0%	-23%
32	CCOc1cc(C(=O)N2CCC(c3ccncc3)CC2)cc(OCC)c1OCC	-17%	-4%	-11%
33	CCN(CC)CCNC(=O)C1(O)c2cc(Br)ccc2NC(=O)N1c1cccc(OC)c1 (stereo not drawn)	-15%	/	24%
34	Cc1ccc(NC(=O)C2CCCN2S(=O)(=O)c2ccc3c(c2)CCC(=O)N3)cc1Cl (stereo not drawn)	-21%	2%	?
35	COc1ccc(CN2CCCN(CC(=O)Nc3ccc(Br)cc3F)S2(=O)=O)cc1	?	-1%	?
36	CC(=O)c1c(C)n(C)c2ccc(O)cc12	-4%	-1%	?
37	CCn1nc(C(=O)NCc2nnc3ccccn23)c2ccccc2c1=O	2%	-6%	3%
38	C=C1O[C@@](CO)(n2cnc3c(N)ncnc32)[C@H](O)[C@@H]1O	9%[92.5 µM]	6%&9%	-21%[92.5 µM]
39	CC(=O)NC(CC(=O)Nc1cccc(S(=O)(=O)N2CCCCC2)c1)c1ccccc1 (stereo not drawn)	?	2%	?
40	COc1cccc(NC(=O)Nc2ccc3c(c2)N(C)C(=O)CS3)c1	?	2%	21µM*
41	COc1ccc(OCCSc2nnc(-c3cccnc3)n2N)cc1	-7%	3%	-12%
42	CCCNC(=O)c1ccccc1NC(=O)c1ccccc1N(C)S(=O)(=O)c1ccccc1	?	0%	?
43	CCN1CCN(S(=O)(=O)c2ccc(Cl)c(C(=O)Nc3ccc(OC(F)F)cc3)c2)CC1	?	2%	?
44	CC(=O)OC[C@@H]1CN(Cc2cccc(C(F)(F)F)c2)C[C@H](n2cnc3c(NCc4ccco4)ncnc32)O1	?	/	?
45	Cc1cc(/C=C2/NC(=O)NC2=O)c(C)n1-c1ccncc1	15%	-3%	-15%
46	COc1cccc(-c2oc3c(c2C#CCCO)C(O)CCC3)c1 (stereo not drawn)	-8%	/	-15%
47	COC(=O)C[C@@H]1CC[C@H](NS(=O)(=O)c2ccccc2F)[C@@H](CO)O1	5%	/	15%
48	O=C(Cn1cnc2c(OCc3ccccc3)ncnc21)NCc1ccc2[nH]ccc2c1	?	-5%	16µM*
49	CCc1ccc(NS(=O)(=O)c2ccc3[nH]c4c(c3c2)CCCCCC4)cc1	?	7%	?
50	COc1ccc(C(=O)NCCSc2ccccc2)cc1OC	?	3%	?
51	COc1ccc(NC(=O)Cn2c(=O)sc3ccccc32)cc1	1%	-2%	-18%
52	Cc1ncc2c(c1CNC(=O)c1ccccc1F)CCN(C(=O)c1csc(-c3cccs3)n1)C2	4%[9.04 µM]	/	?
53	CC1CN=C(c2ccccc2)O1 (stereo not drawn)	3%	/	3%
54	CCOC(=O)CSc1nnc(CNC(=O)c2ccc(OC)cc2)n1C1CCCCC1	?	5%	6%
55	CCC(=O)Nc1ccc(S(=O)(=O)Nc2cccc(C)c2)cc1OC	?	4%	12µM*
56	COc1ccc(/C(O)=C2\C(=O)C(=O)N(CCN(C)C)C2c2cc(OC)c(OC)c(OC)c2)c(C)c1 (stereo not drawn)	19%	-1%	10%
57	Fc1cccc(-n2c(-c3ccco3)nc3nc4ccccc4nc32)c1	-15%	0%	-18%
58	CCOc1ccccc1C(=O)NCCN1CCC(n2c(=O)[nH]c3ccccc32)CC1	23µM*	/	29µM*
59	Cc1ccc(Cl)c2c1N[C@@H](c1ccc(C(=O)O)cc1)[C@H]1CC=C[C@@H]21	-26%	/	-13%
60	O=C(NCc1ccccc1)C1C(c2ccc3c(c2)OCO3)=Nc2ccccc2N1C(=O)c1ccccc1 (stereo not drawn)	23µM*	/	15µM*
61	Cc1ccoc1C(=O)N1CCCCC1C(=O)O (stereo not drawn)	?	5%	18µM*
62	CCN(C(=O)COC(=O)c1ccc(OC)c(S(=O)(=O)N2CCCc3ccccc32)c1)C1CCS(=O)(=O)C1 (stereo not drawn)	-11%	5%	2%
63	COc1ccc(CCNC(=O)CSc2nc(O)c(C(C)C)c(=O)[nH]2)cc1OC	-3%	2%[56.1 µM]	-3%
64	COc1ccc(-c2cc(C)no2)cc1S(=O)(=O)NCCCN1CCCCCC1	-12%	2%	-3%

One compound at a time, from the list above. Order of screens: DT40 TDP1 CPT, TDP1 block, TDP1 cell noCPT
Cc1ccc(Cl)c2c1N[C@@H](c1ccc(C(=O)O)cc1)[C@H]1CC=C[C@@H]21 across the screens: -26%, /, -13%
O=C(NCc1ccccc1)C1C(c2ccc3c(c2)OCO3)=Nc2ccccc2N1C(=O)c1ccccc1 (stereo not drawn) across the screens: 23µM*, /, 15µM*
CCOc1ccccc1C(=O)NCCN1CCC(n2c(=O)[nH]c3ccccc32)CC1 across the screens: 23µM*, /, 29µM*
Fc1cccc(-n2c(-c3ccco3)nc3nc4ccccc4nc32)c1 across the screens: -15%, 0%, -18%
COc1ccc(-c2cc(C)no2)cc1S(=O)(=O)NCCCN1CCCCCC1 across the screens: -12%, 2%, -3%

More results follow:
No.	SMILES	DT40 TDP1 CPT	TDP1 block	TDP1 cell noCPT
65	O=S(=O)(Oc1ccc(C(=S)N2CCOCC2)cc1)c1ccc(Cl)cc1	?	6%	?
66	Cc1cccc(N2CCN(C(=O)c3ccc4c(c3)N(Cc3cccc(Cl)c3)C(=O)c3ccccc3S4=O)CC2)c1C (stereo not drawn)	3.7µM*	4%	5.2µM*
67	O=C(Nc1ccccc1C(=O)NCC1CCCO1)c1ccc(Cl)cc1Cl (stereo not drawn)	-19%	-3%	-22%
68	Cc1cccc(Cn2nnc3ccccc32)c1O	?	0%	-22%
69	Cc1cc(C)c2oc(-c3cccc(NC(=O)COc4ccc([N+](=O)[O-])cc4)c3)nc2c1	-19%	6%	?
70	O=C(COC(=O)c1ccc(N2CCCC2=O)cc1)c1ccccc1	2%	4%	-20%
71	COc1ccc(OC)c(-n2c(=S)[nH]c3c(sc(=S)n3-c3ccccc3)c2=O)c1	-15%	5%	?
72	COc1cc2c(cc1OC)C(COc1ccc(F)cc1)N(C(=O)c1ccco1)CC2 (stereo not drawn)	?	9%	?
73	O=C(Nc1ccccc1)N1CCN(Cc2ccc3c(c2)OCO3)CC1	-14%	4%	?
74	O=C1OCCN1C(=O)[C@H]1[C@H](c2ccc(Cl)cc2)C(c2ccc(F)cc2)=NN1c1ccc(Br)cc1	?	-3%[56.1 µM]	?
75	CCc1nc2nc(C)c(NS(=O)(=O)c3ccc(C)c(C)c3)c(=O)n2[nH]1	6%	-7%	15%
76	CC(Oc1ncnc2ccccc12)C(=O)Nc1cccc(S(=O)(=O)N2CCOCC2)c1 (stereo not drawn)	1%	3%	-4%
77	CC(C)(C)C1COc2ccccc2N1C(=O)c1ccccc1Cl (stereo not drawn)	?	/	?
78	COc1ccc(CCNC(=O)c2cc(=O)c3cc(C)ccc3o2)cc1OC	?	/	21µM*
79	Cc1cccc(-c2nc(C)cc(=O)[nH]2)c1	34%[activator]	4%	3%
80	COc1ccc(-c2nn(-c3ccccc3)cc2CO)cc1	-24%	2%	?
81	O=C(O)c1cc([N+](=O)[O-])ccc1NCc1ccccn1	-4%	3%	7%
82	O=C(CCSc1ccccc1)NNC(=O)c1ccccc1F	0%	0%	-21%
83	CCCC1=NN(C(=O)Cc2ccc([N+](=O)[O-])cc2)C(O)(C(F)(F)F)C1 (stereo not drawn)	2%	-1%	?
84	COc1cccc(NC(=O)CN2C(=O)CSc3ccc(S(=O)(=O)N4CCCCC4)cc32)c1	-18%	12%	?
85	COCOCCn1cc(CN2CCS(=O)(=O)N(Cc3ccc(-c4ccncc4)cc3)C(CC(C)C)C2=O)nn1 (stereo not drawn)	23µM*	/	?
86	CC(C)Cc1oc(C(=O)O)cc1CN	-7%	-7%	?
87	Cc1cc(SCC(=O)N2CCN(C(=O)c3ccco3)CC2)c(C)cc1Br	-28%	3%	-26%
88	CN1CCN(c2nc3c(S(=O)(=O)c4ccc(Br)cc4)nnn3c3ccsc23)CC1	?	5%	?
